Bioassay records deposited in PubChem by Broad Institute.
LGR2 inh = blocks bursicon-induced cAMP signaling via Drosophila LGR2; HEK293 LGR2, CRE-luciferase, bursicon-stimulated, 4 h; AID 720647; inhibition, % at 9.99 µM; 0.35% of 380,000 active;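 active = drop in luminescence signal, shown as inhibition above about 50% in the replicate tests, limit read from the data, passing the limit was not always enough; inconclusive = probably only some replicates passing the limit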;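 also: agonist challenge used bursicon conditioned medium at about half maximal strength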
PAX8 reporter = inhibitors of PAX8 transcriptional activity in RMG-I cells | RMG-I TPO-luciferase reporter, SteadyGlo, 24 h | inhibition, % at 12.6 µM | 1.2% of 360,000 active;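 active = mean replicate inhibition at least 60% with every replicate also reaching 60%; inconclusive = only one of the two criteria is met; inactive = mean below 60% and not all replicates reaching 60%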;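 also: luciferase light reporting Pax8 driven TPO promoter activity; plate controls were median of neutral control wells for no effect and mitoxantrone controls for full effect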
Cneo AK release = causes C. neoformans cell lysis; adenylate kinase release luminescence, 4 h; normalised: neutral wells 0, clomiphene wells 100; lysis activity, % at 15 µM; 0.2% of 360,000 active; AID 651654;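 active = mean lysis activity across replicates of at least 80%, whatever share of replicates individually reach that level; inactive = mean lysis activity below 80%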
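Test system: log-phase Cryptococcus neoformans yeast cells. Input: 5 × 10^6 yeast cells/mL. Medium: fresh YPD growth medium. Doses: single dose. Incubation: static 4 h at 37 °C with compound, 1 h detection. Measured by: luminescent adenylate kinase detection reagent. Read-out: signal increase indicating cell lysis. Benchmarks: Clomiphene.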
miR122 inh = inhibitors of miR-122 in Huh7 cells | activation (reporter increase), % at 12.5 µM | 0.3% of 340,000 active | Huh7 miR-122 Renilla luciferase sensor, 48 h; neutral wells = 0, positive control = 100;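 active = mean replicate activation score at least 90 and every replicate individually at or above 90; inconclusive = only one of the two criteria met; inactive = neither criterion met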;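 also: higher luciferase means less miR-122 activity so hits act as miR-122 inhibitors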
CASP6 VEID inh = blocks human caspase-6 cleavage activity. purified caspase-6, Z-VEID-R110 cleavage fluorescence. inhibition, % at 12.5 µM. 0.53% of 350,000 active. AID 686996;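 active = mean inhibition across replicates at least about 35%, with every replicate also reaching that limit, limit read from the data; inconclusive = only one of the two criteria met; inactive = neither criterion met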;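 also: 0% = median of neutral control wells and 100% = no fluorescence left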
Target sequence (P55212 24-179 limits assumed): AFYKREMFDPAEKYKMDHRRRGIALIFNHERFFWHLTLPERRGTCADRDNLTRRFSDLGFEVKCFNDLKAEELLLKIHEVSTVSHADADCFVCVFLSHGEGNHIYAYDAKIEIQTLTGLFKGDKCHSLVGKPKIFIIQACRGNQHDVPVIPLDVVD
Target sequence (P55212 194-293 limits assumed): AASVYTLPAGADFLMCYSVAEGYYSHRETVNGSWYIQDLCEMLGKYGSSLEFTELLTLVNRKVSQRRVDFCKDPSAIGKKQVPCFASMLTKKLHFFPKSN
PGC1a acetyl inh = PGC1a acetylation modulation, inhibitor mode; U2OS PGC1a acetylation, AlphaScreen anti-acetyl-lysine; with virally co-expressed GCN5 acetyltransferase; inhibition, % at 15.6 µM; 0.17% of 350,000 active;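 active = every replicate shows inhibition of at least 40%; inconclusive = mean inhibition at least 40% but some replicate below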;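 also: 0% = neutral control wells and 100% = positive control wells; some results beyond the cut were filed as inactive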
FN deposition inh = fibronectin deposition inhibition; AH1F fibroblasts, Alexa488-fibronectin deposition fluorescence, overnight; inhibition, % at 12.6 µM; 0.086% of 350,000 active; AID 743247;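 active = mean inhibition across replicates of 30% or more, regardless of how many single replicates reach that level; inconclusive = mean under 30% yet at least half of replicates reach 30%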;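 also: positive control wells lacked labelled fibronectin entirely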
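Material: AH1F fibroblast monolayer depositing Alexa488-labelled fibronectin into matrix | Input: 10000 AH1F cells/well | Medium: DMEM plus 2% serum, read in PBS | Reagent: Alexa488-fibronectin, 24 nM final in well | Compound dosing: One dose per compound, pinned | Schedule: 1 h adhesion, overnight exposure | Measured by: Fluorescence at 485 nm excitation, 525 nm emission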
EWS-Fli block = EWS/Fli transcriptional activity inhibition; inhibition, % at 12.6 µM; 0.67% of 350,000 active; A673 NR0B1-luciferase reporter, viability-normalised;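 active = mean inhibition of at least 50% after viability correction, with every replicate also passing that limit; inconclusive = mean reaches 50% but only one of two replicates passes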;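 also: firefly luciferase signal divided by Alamar Blue viability fluorescence both relative to DMSO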
Starred values were filed as active, the others as inactive; ? = inconclusive; . = not tested or not shown; & = joins results of further samples; [ ] = remark or other dose.

Compound	PGC1a acetyl inh	EWS-Fli block	PAX8 reporter	LGR2 inh	Cneo AK release	FN deposition inh	CASP6 VEID inh	miR122 inh
O=C(CCN1CCCCC1)NCC[C@H]1CC[C@@H](NC(=O)C2CCCCC2)[C@H](CO)O1	4	5	-27	0	.	6	0	.
O=C(N/N=C/c1ccc2c(c1)OCO2)c1cc(-c2ccco2)nc2ccccc12	-2	29	6	-25	-8	-5	3	11
CCc1noc(C)c1C(=O)OC(C)C(=O)Nc1ccc(Cl)cn1 (configuration not stated)	22	-3	-17	5	16	-5	1	-2
Cc1ccccc1NC(=O)CSc1nnc(CNC(=O)c2ccco2)n1C	.	-1	-11	0	-1	-3	1	.
Nc1cccc2c1C(=O)N(CCOc1ccccc1F)C2=O	.	25	-64	?	-2	16	-7	2
Cc1ccc(-c2nc3ccc(Cl)cc3n2OC(C)C(=O)O)cc1 (configuration not stated)	.	-102	-156	.	.	4	-1	.
O=C(CCNC(=O)c1ccc([N+](=O)[O-])cc1)Nc1ccc(N2CCOCC2)cc1N1CCOCC1	-3	0	-5	.	.	3	-2	.
NC(=O)c1ccccc1N=Cc1ccccn1	.	.	.	8	1	1	-1	-1

Among those listed so far, these have a furan ring, fused or not:
Compound	PGC1a acetyl inh	EWS-Fli block	PAX8 reporter	LGR2 inh	Cneo AK release	FN deposition inh	CASP6 VEID inh	miR122 inh
O=C(N/N=C/c1ccc2c(c1)OCO2)c1cc(-c2ccco2)nc2ccccc12	-2	29	6	-25	-8	-5	3	11
Cc1ccccc1NC(=O)CSc1nnc(CNC(=O)c2ccco2)n1C	.	-1	-11	0	-1	-3	1	.

The list continues.
Compound	PGC1a acetyl inh	EWS-Fli block	PAX8 reporter	LGR2 inh	Cneo AK release	FN deposition inh	CASP6 VEID inh	miR122 inh
COc1ccc(CCNC(=O)C(=O)NN=C2CCCCCCC2)cc1OC	4	1	-12	8	-1	0	1	.
C/C(=N/NS(=O)(=O)c1cccc([N+](=O)[O-])c1)c1c[nH]c2ccccc12	.	13	15	4	4	4	0	-4
COc1ccc2cc(C3=CC(=O)C[C@H](c4ccc5c(c4)OCO5)C3)ccc2c1	5	-7	-15	-19	3	-1	-4	0
O=C(Cc1ccccn1)N1CC(=O)N2[C@@H](CO)[C@@H](c3ccc(C#CC4CC4)cc3)[C@@H]2C1	-4	5	-13	-1	.	.	0	.
CCn1cc(C(=O)OCC(=O)c2cc(C)n(-c3ccc(OC(F)F)cc3)c2C)c(=O)c2ccc(C)nc21	.	.	-5	5	-1	-1	.	-3
CCOc1cc(/C=C2\SC(=S)N(NS(=O)(=O)c3ccc(C)cc3)C2=O)ccc1O	-2	1	-18	5	-2	1	2	-9
CCCN1C[C@H](C)[C@H](OC)CN(C)C(=O)c2ccc(NC(=O)c3cccc(F)c3)cc2OC[C@@H]1C	-2	4	-7	-2	0	-9	-3	.
O=C(Nn1c(C2CCCCC2)nc2ccccc2c1=O)c1ccc([N+](=O)[O-])cc1	.	1	1	5	.	1	3	.
CCC(=O)c1c(NC(CC)CO)cc(C)oc1=O (configuration not stated)	-3	-2	-12	-7	.	-10	-7	.
CC(=O)c1cccc(NC(=O)N[C@@H](CC(C)C)C(=O)O)c1	-6	.	.	0	0	-10	.	-3
Cn1c(CNC(=O)c2ccc(Cl)cc2)nnc1SCC(=O)Nc1sc2c(c1C#N)CCCC2	18	.	8	.	-1	0	.	1
CCCCn1c(N)c(N(Cc2ccccc2OC)C(=O)CCSC)c(=O)[nH]c1=O	1	0	7	15	1	-1	0	1
Cc1ccc(NC(=O)c2cccs2)cc1NC(=O)c1ccc(F)cc1	7	-5	15	17	-3	9	5	3
COc1ccc(C(=O)NCCCCCCNC(=O)c2ccc(OC)cc2)cc1	31	-7	-52	-13	4	-4	4	0
CCN(CC)S(=O)(=O)c1ccc2oc(Nc3ccc(OC)cc3OC)nc2c1	.	-7	7	1	0	-3	7	-2
COc1cccc(N2CC(NS(=O)(=O)c3cccnc3)CC2=O)c1 (configuration not stated)	-9	-1	-4	-3	.	2	-5	-6
CC(C)CC#Cc1cnc2c(c1)C(=O)N([C@@H](C)CO)C[C@@H](C)[C@H](CN(C)Cc1cccc(F)c1)O2	9	10	.	27	1	.	-3	-2[16.7 µM]
CCCSc1nnc(CNS(=O)(=O)c2ccc(C)cc2)n1C	-3	-5	11	4	-1	.	1	-3
Cc1ccc(S(=O)(=O)N2CCN(CC(=O)Nc3ccccc3C(=O)NC3CC3)CC2)cc1	.	7	0	-2	.	3	0	.
CC(=O)N(c1ccc2oc(=O)sc2c1)S(=O)(=O)c1ccc(C)cc1	.	10	11	8	-11	-4	1	.
CC(C)C#Cc1cnc2c(c1)C(=O)N([C@H](C)CO)C[C@@H](C)[C@@H](CN(C)C(=O)Nc1ccccc1F)O2	4	-9	.	-1	0	4	-1	1[16.7 µM]
C[C@H](CO)N1C[C@H](C)[C@@H](CN(C)C(=O)NC2CCCCC2)OCCCC[C@H](C)Oc2ccc(N(C)C)cc2C1=O	2	20	26	12	2	-5	2	-5[16.7 µM]
O=c1[nH]c2c(s1)C(c1ccc(O)cc1)C1C3CCC(C3)C1S2 (configuration not stated)	-18	-10	10	3	-3	-5	5	-2
Cn1nc(C(=O)OCC(=O)c2ccccc2)c2ccccc2c1=O	.	1	-13	2	-1	0	2	.

Three compounds already listed, arranged by their value in CASP6 VEID inh, descending:
canonical_smiles | CASP6 VEID inh
CCN(CC)S(=O)(=O)c1ccc2oc(Nc3ccc(OC)cc3OC)nc2c1 | 7
O=C(CCN1CCCCC1)NCC[C@H]1CC[C@@H](NC(=O)C2CCCCC2)[C@H](CO)O1 | 0
Nc1cccc2c1C(=O)N(CCOc1ccccc1F)C2=O | -7

Next section:
Compound	PGC1a acetyl inh	EWS-Fli block	PAX8 reporter	LGR2 inh	Cneo AK release	FN deposition inh	CASP6 VEID inh	miR122 inh
CN(C)S(=O)(=O)c1ccc(Cl)c(NC(=O)CSc2nc3c(cc2C#N)C(=O)CC(C)(C)C3)c1	.	16	30	10	4	-6	6	0
COc1ccc(/C=N/NC(=O)c2cccc(C(F)(F)F)c2)cc1	1	1	1	1	7	-5	-1	-4
CC(=O)n1cc(/C=N/NC(=O)c2sc(C)nc2C)c2ccccc21	4	.	19	.	3	2	.	3
O=C(NCCCCc1ccccc1)C12CN(Cc3ccccc3)CC1C(c1cccc([N+](=O)[O-])c1)=NO2 (configuration not stated)	-19	0	24	-1	0	-16	1	-1
Cc1cccc(N(Cc2ccc(Cl)cc2)S(C)(=O)=O)c1	-11	-7	5	8	-5	-2	-6	-1
CC(=O)Nc1ccccc1NS(=O)(=O)c1ccccc1[N+](=O)[O-]	.	5	10	-2	.	.	-2	.
O=C(CCCc1nc(-c2ccc(Cl)cc2)no1)NCC1CCCO1 (configuration not stated)	11	35	29	15	0	-10	0	-2
O=C(CSc1nccc(=O)[nH]1)c1c[nH]c2ccccc12	1	6	17	-13	-7	9	1	5
COc1ccc(CN(C)C[C@H]2OCCCC[C@@H](C)Oc3ccc(NC(=O)C4CCCCC4)cc3C(=O)N([C@@H](C)CO)C[C@H]2C)cc1	7	.	5	16	-7	7	0	-13[16.7 µM]
Cc1ccc(S(=O)(=O)Nc2ccc3c(c2)C(=O)N([C@@H](C)CO)C[C@H](C)[C@H](CN(C)Cc2ccccc2)OCCCC[C@H](C)O3)cc1	25	-11	14	16	5	-13	.	-13[16.7 µM]
O=C(/C=C/c1ccc(Cl)cc1)N(c1ccccn1)C1CCCCC1	4	12	8	-23	3	-9	0	-5
CCOc1ccc(NC(=O)C2C(C(=O)O)C3(Cl)C(Cl)=C(Cl)C2(Cl)C3(Cl)Cl)cc1 (configuration not stated)	-4	-13	11	3	.	6	4	1
CN(C(=O)c1ccc(NC(=O)C2CCCN(C(=O)OC(C)(C)C)C2)cc1)C1CCC1 (configuration not stated)	.	4	-2	3	1	-24	-4	.
NC(N)=NC1=NC(=O)C(Cc2ccccc2Cl)S1 (configuration not stated)	.	-17	-27	.	.	-4	-1	.
C[C@@H]1CN([C@@H](C)CO)C(=O)c2cc(-c3ccc(C(=O)N(C)C)cc3)cnc2O[C@H]1CN(C)C(=O)c1cccnc1	13	-3	-4	.	-4	.	-3	0[16.7 µM]
COc1ccc(Cl)cc1NC(=O)CSc1ncnc2c1oc1ccccc12	.	-1	-23	-1	.	17	11	.
COc1ccc2[nH]c(O)c(N=NC(=O)Cc3cccs3)c2c1	.	-49	-25	-23	.	-11	3	.
Cc1nn(CC(=O)Nc2ccccc2C(F)(F)F)c(=O)c2cccn12	-1	.	-4	1	2	1	-2	1
C=CC[C@@H](Cc1ccc(F)cc1)C(=O)OC[C@@H]1CCCN1C(=O)[C@@H](CC=C)CC(=O)N[C@@H](CO)Cc1ccccc1	14	-5	18	15	1	-8	3	-2
C=CCN1C(=O)C(=O)N(CC(=O)NCC(=O)Nc2ccc(F)c(F)c2F)C1=O	-3	2	3	-7	-1	0	-3	-14
C[C@@H]1CN([C@@H](C)CO)C(=O)c2cc(NS(=O)(=O)c3ccc(Cl)cc3)ccc2O[C@@H](C)CCCCO[C@H]1CN(C)C(=O)c1ccccc1	3	9	-5	-4	2	10	-1	3[16.7 µM]
O=C1C(=O)N(CCS(=O)(=O)c2ccccc2)c2ccc(Cl)cc21	.	57*	20	1	4	6	4	.
CN1C(=O)c2cc(NC(=O)c3cccc(F)c3)ccc2OC[C@H]2O[C@@H](CC(=O)NC3CCC3)CC[C@H]21	3&-7	-2&3	3&45	6	7&0	-11	.	-33&-7[16.7 µM]
CCCN1C[C@H](C)[C@H](OC)CN(C)C(=O)c2cc(NC(=O)c3ccc(F)cc3)ccc2OC[C@H]1C	-1	8	.	3	1	-7	0	-14[16.7 µM]
CCO[C@@H]1OC(C(=O)O)=C[C@H](c2ccc(C(F)(F)F)cc2)[C@H]1CCCO	7&2	-2&-11	12&-13	-16	0&5	-5	4&2	1
COc1ccccc1C1CCN(c2ccc([N+](=O)[O-])cn2)CC1	7	-13	-15	-19	-2	0	0	2
Cc1ccc(/C=C2\SC(=S)N(CCCC(=O)Nc3nccs3)C2=O)cc1	15	-7	4	.	-5	4	0	3

At a glance, 3 of the compounds above.
Compound	PGC1a acetyl inh	EWS-Fli block	PAX8 reporter	LGR2 inh	Cneo AK release	FN deposition inh	CASP6 VEID inh	miR122 inh
C=CC[C@@H](Cc1ccc(F)cc1)C(=O)OC[C@@H]1CCCN1C(=O)[C@@H](CC=C)CC(=O)N[C@@H](CO)Cc1ccccc1	14	-5	18	15	1	-8	3	-2
C=CCN1C(=O)C(=O)N(CC(=O)NCC(=O)Nc2ccc(F)c(F)c2F)C1=O	-3	2	3	-7	-1	0	-3	-14
C[C@@H]1CN([C@@H](C)CO)C(=O)c2cc(NS(=O)(=O)c3ccc(Cl)cc3)ccc2O[C@@H](C)CCCCO[C@H]1CN(C)C(=O)c1ccccc1	3	9	-5	-4	2	10	-1	3[16.7 µM]
